Compound activity as filed in PubChem.
Diaph act CS = diaphorase activation or chemical reduction counter-screen; Diaphorase/resazurin coupled assay, resorufin fluorescence, 16 min; stronger effect = higher value; 1 = vehicle wells, 0 = NADH-free wells; activation factor at 20 µM; 0.005% of 190,000 active;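 active = diaphorase activity raised at least twofold by the compound at 20 µM; inactive = activation factor below 2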
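Assay system: bacterial diaphorase enzyme (C. kluyveri) / Input: enzyme 0.07 U/mL final / Medium: 50 mM HEPES pH 7.4 with 4.542 mM MgCl2, 0.005% Tween 20 / Doses: single compound dose of 20 µM, 1% DMSO final / Incubation: 16 min enzyme reaction, ambient temperature / Signal: fluorescence, excitation 544 nm and emission 590 nm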
APP 5'UTR act = activates APP 5'UTR luciferase reporter | SH-SY5Y APP 5'UTR luciferase reporter, luminescence; zero percent = DMSO vehicle wells | activation, % at 2 µM | 1% of 190,000 active;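 active = activation above a set limit, based on mean plus 3 SD of controls, cut at about 140% in these data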; note: values of inactives mirror those of a sister screen read the other way
TLR4-MyD88 BLA = inhibitors of human TLR4-MyD88 binding. 0.18% of 200,000 active. O00206+Q99836. AID 861. HeLa CL3-4 TLR4/MyD88 BLA complementation, FRET ratio. inhibition, % at 8.4 µM; in the data active = inhibition above about 25%;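 note: 0% = vehicle and 100% = reference inhibitor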
Diaph inh CS = counter-screen for diaphorase-based assays: diaphorase inhibitors and chemical oxidizers; diaphorase resazurin-to-resorufin fluorescence, NADH, 16 min; bacterial (C. kluyveri) enzyme, not human; AID 1217; 0.69% of 190,000 active; inhibition, % at 20 µM;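 active = primary screen inhibition at 20 µM above a set limit, cut at about 50% in these data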;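 note: plate controls were DMSO with full reaction for no effect and wells lacking NADH for full effect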
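Assay system: diaphorase enzyme from Clostridium kluyveri; Input: enzyme working solution with 0.14 U/mL diaphorase; Timing: 16 min at room temperature; Technique: resorufin fluorescence, excitation 544 nm, emission 590 nm; Benchmarks: positive control minus NADH, DMSO neutral control.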
G6PDH CS = counter-screen for G6PDH assay hits: L. mesenteroides G6PDH inhibition. inhibition, % at 5 µM. Purified L. mesenteroides G6PDH, diaphorase/resazurin coupled fluorescence, 45 min. 0.12% of 200,000 active; in the data active = inhibition above about 50%
APP transl inh = APP translation inhibition. AID 1285. 0.82% of 190,000 active. inhibition, % at 2 µM. SH-SY5Y APP 5'UTR-luciferase reporter, luminescence;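 active = inhibition above a set limit, derived from the sample mean plus 3 SD, cut at about 45% in these data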; note: values of inactives mirror those of a sister screen read the other way
STAT1 act = activators of IFN-gamma induced STAT1 signaling. 2.6% of 200,000 active. AID 932. NIH 3T3 STAT1-luciferase reporter, luminescence; 100% = IFN-gamma alone, no compound. activation (% of control), % at 5.5 µM;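 active = activation above the screen-wide mean activation plus 3 SD, cut at about 130% in these data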;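 note: raw ratio to IFN-gamma control signal so 100% means no change and 0% no light; values of inactives mirror those of a sister screen read the other way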
NF-kB expr up = NF-kB expression increase, human neuronal cells; NF-kB reporter expression; stronger effect = higher value; fold change at 12.5 µM; 1.6% of 190,000 active; in the data active = fold change above about 3.3
FLuc stim CS = firefly luciferase counter-screen for stimulation assays; P08659; ATPlite luciferase biochemical, luminescence, 10 min; 0 = ATP-free wells, 1 = DMSO control; activation factor at 10 µM; 200,000 tested, under 10 active;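 active = luciferase activation factor, scaled between plate controls, of at least 2 with compound at 10 µM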
Target sequence (P08659 whole entry, looked up): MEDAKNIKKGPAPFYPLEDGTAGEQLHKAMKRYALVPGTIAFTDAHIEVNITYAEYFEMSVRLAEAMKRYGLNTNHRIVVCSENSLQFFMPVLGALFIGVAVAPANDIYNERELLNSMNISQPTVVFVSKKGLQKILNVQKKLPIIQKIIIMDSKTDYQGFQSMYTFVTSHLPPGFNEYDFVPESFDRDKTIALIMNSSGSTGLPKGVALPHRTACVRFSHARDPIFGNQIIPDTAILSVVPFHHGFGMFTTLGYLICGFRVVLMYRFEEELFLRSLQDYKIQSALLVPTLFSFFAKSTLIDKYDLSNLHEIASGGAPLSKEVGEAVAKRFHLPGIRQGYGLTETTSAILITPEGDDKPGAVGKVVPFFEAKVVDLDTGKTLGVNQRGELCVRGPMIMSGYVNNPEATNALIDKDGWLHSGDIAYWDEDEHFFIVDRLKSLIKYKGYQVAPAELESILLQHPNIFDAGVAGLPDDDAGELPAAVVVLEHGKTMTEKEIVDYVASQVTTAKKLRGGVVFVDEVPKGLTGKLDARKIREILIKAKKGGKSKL
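Assay system: Luciferase/luciferin reagent mix; Medium: PBS as buffer for the ATP substrate; Dosing: test compounds dosed from 2 mM stocks in 100% DMSO; Times: 10 min, room temperature; Signal: luminescence from luciferase reaction; Read-out: luciferase activation; Controls: No-ATP low control, compound-free enzyme-plus-ATP high control.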
FLuc inh counter = Photinus pyralis luciferase inhibition counter-screen. 1.5% of 200,000 active. ATPLite firefly luciferase biochemical luminescence, 10 min. inhibition, % at 10 µM. P08659;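 active = inhibition above about 50% when tested at 10 µM, limit read from the data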
Active calls of the source: *; nt = not tested or not shown.

1: CCOC(=O)c1c(C)nc2sc3c(=O)n(-c4ccc(C(C)=O)cc4)cnc3c2c1-c1ccc(OC)cc1
2: N/C(=N\OC(=O)c1cccc(F)c1)c1ccccc1
3: Cn1cc([N+](=O)[O-])c(C(=O)Nc2nccs2)n1
4: COc1cccc(N=Nc2c(N)[nH]n3c(=O)cc(-c4ccccc4)nc23)c1
5: COC(=O)c1ccn(-c2nc(-c3ccco3)cc(C(F)(F)F)n2)n1
6: CC(C)(C)C(=O)Nc1nnc(SCC(=O)Nc2ccc3c(c2)OCO3)s1
7: CCOC(=O)c1c(-c2ccc(OC)cc2)nc2nonc2c1N
8: CCCCC(=O)Nc1nc(C)c(C(C)=O)s1
Compound,1,2,3,4,5,6,7,8
Diaph inh CS,30,4,17,10,8,20,6,16
TLR4-MyD88 BLA,-3,22,12,1,4,-2,9,-7
STAT1 act,97,166*,98,102,101,106,94,105
APP transl inh,-7,-94,9,19,21,-6,9,2
NF-kB expr up,0.57,2.4,0.8,1.1,0.71,0.84,1.2,1
FLuc stim CS,1.1,0.1,1.1,0.9,1,0.9,1,1.1
G6PDH CS,-64,14,12,7,6,15,5,-3
FLuc inh counter,-9,91*,-7,7,-3,6,-2,-7
APP 5'UTR act,7,94,-9,-19,-21,6,-9,-2
Diaph act CS,0.7,1,0.8,0.9,0.9,0.8,0.9,0.8

9: CN(C)CCCN(C(=O)c1cccs1)c1nc(-c2ccccc2)cs1
10: Cc1[nH]nc(-c2ccc(OCc3cnn(-c4ccccc4)c3)c(C)c2O)c1Oc1ccccc1
11: Cc1cc(C(=O)NCC(=O)OCC(=O)Nc2ccc(OC(F)F)cc2)ccc1[N+](=O)[O-]
12: Cc1c(/C(O)=C2\C(=O)C(=O)N(CCN(C)C)C2c2cccnc2)cnn1-c1ccccc1 (stereo unspecified)
13: Cc1ccc(NC(=O)COn2nnc3ccc(S(=O)(=O)N(C)C)cc32)cc1F
14: CCCc1n(CC(O)COCc2ccccc2)c2ccccc2[n+]1C (stereo unspecified)
15: CC1(C)N=C(SCC(=O)Nc2ccc(Cl)cc2Cl)C(c2ccccc2)=N1
16: O=C(CSc1nc(-c2ccccc2)cc(C(F)(F)F)n1)NCc1ccco1
Compound,9,10,11,12,13,14,15,16
Diaph inh CS,7,14,19,19,18,-5,17,2
TLR4-MyD88 BLA,4,2,4,-10,-6,-10,-2,-13
STAT1 act,91,95,99,101,98,90,103,94
APP transl inh,-23,-7,-14,6,-17,5,2,-4
NF-kB expr up,1.7,1,1.1,1,2.3,1.3,0.96,1
FLuc stim CS,1.1,1,1,1,1,1,1.1,1.1
G6PDH CS,1,-2,20,13,0,9,6,0
FLuc inh counter,-6,-1,-1,-2,-2,-1,-8,-8
APP 5'UTR act,23,7,14,-6,17,-5,-2,3
Diaph act CS,0.9,0.9,0.8,0.8,0.8,1,0.8,1

17: Cc1cc(Nc2ccccc2)nc2cc(O)ccc12
18: Cc1ccccc1NC(=O)CC1SC(=O)N(c2ccccc2)C1=O (stereo unspecified)
19: Cc1nnc(SCC(=O)N(C)C2CCCCC2)s1
20: N#Cc1c(-c2ccccc2)cc(C2CC2)nc1SCC(=O)O
21: O=S1(=O)C[C@@H](O)[C@@H](Nc2ccc(Cl)cc2)C1
22: CN(C)CCOC(C1CCCCC1)C1CCCCC1
23: Cc1c(N=C2SCC(=O)N2/N=C/c2ccccc2)c(=O)n(-c2ccccc2)n1C
24: COC(=O)c1cc(OC)c(OC)cc1NC(=O)Nc1ccccc1OC
Compound,17,18,19,20,21,22,23,24
Diaph inh CS,2,0,3,5,7,19,6,14
TLR4-MyD88 BLA,1,-7,2,-1,12,12,8,8
STAT1 act,99,93,106,102,103,100,102,106
APP transl inh,-8,-11,-16,9,-4,11,-12,12
NF-kB expr up,1.9,1.4,1.3,1.1,1.2,1.5,0.9,0.99
FLuc stim CS,1,1.1,1,1,1,1,1.1,1
G6PDH CS,18,6,7,1,10,4,-5,1
FLuc inh counter,0,-7,-1,-4,-3,-2,-8,-3
APP 5'UTR act,8,11,16,-9,4,-11,12,-12
Diaph act CS,1,1,1,1,0.9,0.8,0.9,0.9

25: COc1ccc(/C=N/NC(=O)CCSc2nc3ccccc3s2)cc1
26: Cc1cc(C)cc(N(CCC(=O)O)S(=O)(=O)c2ccc(Cl)cc2)c1
27: COc1ccccc1/C=N/NC(=O)c1ccc(-c2ccccc2)cc1
28: O=C(Nc1cccn(Cc2ccccc2Cl)c1=O)NC1CCCCC1
29: O=C(COC(=O)CCSc1ccccc1)NCc1ccccc1
30: Cc1ccc(NS(=O)(=O)c2cccc(C(=O)NN3CCOCC3)c2)cc1
31: Cn1c(CSCc2ccc(Cl)cc2Cl)n[nH]c1=S
32: CCOc1ccc(N2C(=O)CC(Sc3nnnn3-c3ccccc3)C2=O)cc1 (stereo unspecified)
Compound,25,26,27,28,29,30,31,32
Diaph inh CS,28,7,10,12,4,2,11,2
TLR4-MyD88 BLA,-2,0,-13,-8,-2,-8,2,-6
STAT1 act,102,96,92,89,103,92,94,86
APP transl inh,26,-25,-14,-20,-10,-4,-2,38
NF-kB expr up,0.64,1.4,1.1,1.3,1.2,1.2,1.1,1
FLuc stim CS,1,1,1,1,1,1,1,1.1
G6PDH CS,-48,-8,0,4,1,14,16,0
FLuc inh counter,-1,-2,-3,4,-5,-1,-3,-5
APP 5'UTR act,-26,25,14,20,10,4,2,-38
Diaph act CS,0.7,0.9,0.9,0.9,1,1,0.9,1

33: Cc1ccc(S(=O)(=O)/N=C(\c2ccc(Cl)cc2)N2CCOCC2)cc1
34: CC(=O)c1cccc(NC(=O)N2CCCC(C(=O)c3cc(F)ccc3F)C2)c1 (stereo unspecified)
35: COC(=O)c1sc2ccccc2c1-n1cccc1C(=O)C(=O)Nc1ccc(F)cc1
36: O=C(CC1C(=O)NCCN1Cc1ccc(F)cc1)NCCN1CCCc2ccccc21 (stereo unspecified)
37: O=C(Oc1ccc(Cl)cc1)c1ccc(COC(=O)c2cnccn2)cc1
38: CCOC(=O)C1(CCCc2ccccc2)CCN(C(=O)C2CCCN(C(N)=O)C2)CC1 (stereo unspecified)
39: c1ccc(OCc2nn3c(C4CCCCC4)nnc3s2)cc1
40: CCSc1nc(-c2ccc(OC)cc2)cc(-c2ccc(OC)cc2)c1C#N
Compound,33,34,35,36,37,38,39,40
Diaph inh CS,-9,6,0,7,16,3,18,4
TLR4-MyD88 BLA,5,-22,7,-8,-8,-3,0,-3
STAT1 act,100,99,106,101,125,96,98,94
APP transl inh,-6,0,-8,7,nt,-16,-2,-10
NF-kB expr up,1.2,1.1,0.84,1.2,1.4,1.1,0.82,1
FLuc stim CS,1,1,1.1,1,1,1,1,1
G6PDH CS,3,14,3,16,-2,6,-4,3
FLuc inh counter,-3,-5,-6,-4,-2,-5,-3,-1
APP 5'UTR act,5,0,8,-7,nt,16,1,10
Diaph act CS,1.1,0.9,1,0.9,0.8,1,0.8,1

Another view of some results above.
34) CC(=O)c1cccc(NC(=O)N2CCCC(C(=O)c3cc(F)ccc3F)C2)c1 (stereo unspecified)
  Diaph inh CS: 6
  TLR4-MyD88 BLA: -22
  STAT1 act: 99
  APP transl inh: 0
  NF-kB expr up: 1.1
  FLuc stim CS: 1
  G6PDH CS: 14
  FLuc inh counter: -5
  APP 5'UTR act: 0
  Diaph act CS: 0.9

36) O=C(CC1C(=O)NCCN1Cc1ccc(F)cc1)NCCN1CCCc2ccccc21 (stereo unspecified)
  Diaph inh CS: 7
  TLR4-MyD88 BLA: -8
  STAT1 act: 101
  APP transl inh: 7
  NF-kB expr up: 1.2
  FLuc stim CS: 1
  G6PDH CS: 16
  FLuc inh counter: -4
  APP 5'UTR act: -7
  Diaph act CS: 0.9

33) Cc1ccc(S(=O)(=O)/N=C(\c2ccc(Cl)cc2)N2CCOCC2)cc1
  Diaph inh CS: -9
  TLR4-MyD88 BLA: 5
  STAT1 act: 100
  APP transl inh: -6
  NF-kB expr up: 1.2
  FLuc stim CS: 1
  G6PDH CS: 3
  FLuc inh counter: -3
  APP 5'UTR act: 5
  Diaph act CS: 1.1

38) CCOC(=O)C1(CCCc2ccccc2)CCN(C(=O)C2CCCN(C(N)=O)C2)CC1 (stereo unspecified)
  Diaph inh CS: 3
  TLR4-MyD88 BLA: -3
  STAT1 act: 96
  APP transl inh: -16
  NF-kB expr up: 1.1
  FLuc stim CS: 1
  G6PDH CS: 6
  FLuc inh counter: -5
  APP 5'UTR act: 16
  Diaph act CS: 1

(listing goes on)
41: Fc1ccccc1Nc1nc2ccccc2n2nnnc12
42: COc1ccc(-c2cc(C(=O)OCC(=O)Nc3ccc4c(c3)OCO4)c3ccccc3n2)cc1
43: CCOC(=O)c1c(C)nc2c(c1C)/C(=N/O)CC(C)(C)C2
44: Cc1cccc(CSc2nc3c(cc2C#N)CCC3)c1
45: Cc1ccc(NCc2cccnc2)cc1
46: CCOc1ncccc1C(=O)OCc1c(Cl)cccc1Cl
47: CC(C)NC(=O)CN(c1cccc(Br)c1)S(C)(=O)=O
48: Cc1ccc(NC(=O)CSC(N)=O)cc1Cl
Compound,41,42,43,44,45,46,47,48
Diaph inh CS,25,9,22,8,17,9,-1,13
TLR4-MyD88 BLA,-3,-5,17,1,3,-12,4,-10
STAT1 act,110,97,98,102,99,99,102,104
APP transl inh,-24,-13,-4,-6,-16,5,-2,13
NF-kB expr up,0.83,1,0.88,1.2,0.81,0.97,1,1.1
FLuc stim CS,1,0.8,1,1.1,1.1,1.1,1,1
G6PDH CS,-6,-22,13,-1,3,11,6,-8
FLuc inh counter,-5,16,-4,-5,-6,-5,-4,-5
APP 5'UTR act,25,13,4,6,16,-5,2,-13
Diaph act CS,0.8,0.9,0.8,0.9,0.8,0.9,1,0.9

49: CCc1nnc(NS(=O)(=O)c2ccc(N3C(=O)c4ccccc4C3=O)cc2)s1
50: CCCn1nc(C(=O)NCc2ccccn2)c2ccccc2c1=O
51: CCN(CC)S(=O)(=O)c1cc(C(=O)n2cccn2)c(Cl)cc1Cl
52: COc1ccc2cc(C(c3nnnn3CCc3ccccc3)N3CCC(O)CC3)c(=O)[nH]c2c1 (stereo unspecified)
53: COc1ccc(/C=N/NC(=O)Cn2cnc3ccccc3c2=O)cc1
54: COCCNc1ncnc2c1cnn2Cc1ccc(Cl)cc1
55: Cc1nc(NC(=O)c2ccc(Cl)cc2)nc2cc3c(cc12)OCO3
56: O=C(N/N=C\c1ccncc1)c1ccccc1O
57: N#CC1=C(N)OC2=C(C(=O)CCC2)C12CCC1(CC2)OCCO1
58: CCOC(=O)/C=C/COc1ccccc1[N+](=O)[O-]
Compound,49,50,51,52,53,54,55,56,57,58
Diaph inh CS,-15,10,17,8,4,13,13,-3,15,18
TLR4-MyD88 BLA,-2,-1,6,1,9,0,12,-13,-6,9
STAT1 act,104,95,92,84,101,105,95,101,104,154*
APP transl inh,9,-2,17,7,-14,18,-23,-1,23,-40
NF-kB expr up,1.1,1.1,1.2,2.2,1.1,0.74,0.48,1.9,0.99,2.1
FLuc stim CS,0.9,1.1,1.2,1.1,1,1.1,1,0.3,1,0.7
G6PDH CS,8,-1,-2,1,-7,3,12,10,3,1
FLuc inh counter,5,-6,-16,-5,-3,-8,-2,69*,-4,30
APP 5'UTR act,-9,2,-17,-7,14,-18,23,1,-23,40
Diaph act CS,1.1,0.9,0.8,0.9,1,0.9,0.9,1,0.9,0.8
